ZTA DNA inh: blocks Epstein-Barr virus ZTA, an EBNA-1 counter-screen; P03206; ZTA-DNA binding, fluorescence polarization; inhibition, % at 11 µM; 320,000 tested, 0.15% active; AID 2234; in the data active means inhibition above about 33%
Target sequence (P03206 whole entry, looked up): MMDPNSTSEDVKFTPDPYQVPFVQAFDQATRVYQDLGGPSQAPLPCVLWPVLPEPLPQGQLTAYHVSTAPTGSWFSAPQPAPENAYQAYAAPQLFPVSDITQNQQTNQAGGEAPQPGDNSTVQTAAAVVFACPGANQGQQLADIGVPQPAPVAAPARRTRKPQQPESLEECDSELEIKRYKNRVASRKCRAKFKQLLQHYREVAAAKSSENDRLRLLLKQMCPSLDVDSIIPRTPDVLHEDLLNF
PP1 counter: PP1-alpha (human) inhibition in PP5 counter-screen; P62136; purified PP1alpha, OMFP fluorescence; inhibition, % at 6.7 µM; 320,000 tested, 0.9% active; AID 2235;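 active means inhibition above the mean inhibition of all tested compounds plus 3 SD, computed separately for each screening campaign, cut at about 15% in these data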
Target sequence (P62136 whole entry, looked up): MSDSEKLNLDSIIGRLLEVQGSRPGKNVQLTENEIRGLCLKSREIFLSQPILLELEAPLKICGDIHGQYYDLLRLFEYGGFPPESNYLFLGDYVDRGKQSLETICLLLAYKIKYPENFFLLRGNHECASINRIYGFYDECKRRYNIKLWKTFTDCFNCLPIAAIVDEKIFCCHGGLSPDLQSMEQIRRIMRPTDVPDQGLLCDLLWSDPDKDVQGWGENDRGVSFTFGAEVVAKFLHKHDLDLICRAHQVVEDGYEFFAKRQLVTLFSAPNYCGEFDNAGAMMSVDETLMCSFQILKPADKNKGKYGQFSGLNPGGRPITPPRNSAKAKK
PP5 primary: PP5 (human) phosphatase inhibition | 320,000 tested, 0.18% active | AID 1987 | purified PP5c, OMFP substrate fluorescence | inhibition, % at 6.7 µM;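 active means inhibition above the campaign's mean inhibition across all tested compounds plus 3 SD, cut at about 9.5% in these data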;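 further: 0% = DMSO only and 100% = 100 µM cantharidin control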
CTSL1 counter: cathepsin L1 inhibition, PFM18AAP counter-screen; inhibition, % at 5.96 µM; 300,000 tested, 0.49% active; recombinant F. hepatica cathepsin L1, Z-Leu-Arg-MCA fluorescence;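 active means inhibition above the mean of all tested compounds plus 3 SD, set per screening campaign, cut at about 17% in these data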;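 further: 0% = plate median of test compound wells and 100% = 1 µM Z-Phe-Ala-diazomethylketone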
Yeast superoxide: yeast age-related superoxide inhibition as caloric restriction mimetic; S. cerevisiae aged cells, superoxide DHE fluorescence; active compounds read low; superoxide response (% of plate mean), % at 10 µM; 330,000 tested, 0.18% active;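 active means superoxide response under a set limit, about three screen SD below normal, cut at about 65% in these data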;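 further: yeast aged for seven days with compound at 30 °C before DHE staining; 100% = average MFI of all compound-treated wells on the plate with controls excluded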
TPT1 inhibitor: blocks Candida albicans tRNA 2'-phosphotransferase. recombinant caTPT1, FP RNA substrate dephosphorylation. AID 1962. inhibition, % at 5 µM. 300,000 tested, 0.81% active;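 active means inhibition above the mean of all tested compounds plus 3 SD, set per screening campaign, cut at about 24% in these data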;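 further: plate controls were DMSO alone for no effect and ferristatin control at 100 nM for full effect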
EBNA-1 inh: blocks EBNA-1 binding to DNA | EBNA-1 DNA binding, fluorescence polarization | inhibition, % at 14.8 µM | 300,000 tested, 0.34% active; in the data active means inhibition above about 28%
JMJD2C inh: human JMJD2C demethylase inhibition | GST-JMJD2C(1-420) H3K9me3 demethylation, DELFIA europium | inhibition, % at 2.35 µM | 330,000 tested, 0.069% active | AID 2099;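 active means more than half of a compound's replicate wells show inhibition beyond 50%, single wells judged on their own value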;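 further: signal counts dimethyl H3K9 product captured on neutravidin plate; 0% = median of DMSO wells and 100% = 0.3 times that DMSO median; strong numbers were not always called active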
Target sequence (Q9H3R0 1-420 limits assumed): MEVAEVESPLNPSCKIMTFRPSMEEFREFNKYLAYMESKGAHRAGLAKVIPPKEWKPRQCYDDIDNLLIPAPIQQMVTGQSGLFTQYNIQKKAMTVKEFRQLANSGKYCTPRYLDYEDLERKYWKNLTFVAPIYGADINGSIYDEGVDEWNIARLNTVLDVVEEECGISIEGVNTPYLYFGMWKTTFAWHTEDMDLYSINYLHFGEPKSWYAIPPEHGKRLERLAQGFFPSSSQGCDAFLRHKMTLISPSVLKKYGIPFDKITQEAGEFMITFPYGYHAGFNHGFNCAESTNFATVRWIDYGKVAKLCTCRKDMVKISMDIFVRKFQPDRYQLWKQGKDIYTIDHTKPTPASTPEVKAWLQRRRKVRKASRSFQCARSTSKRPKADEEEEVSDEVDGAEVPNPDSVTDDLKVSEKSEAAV
core dimer inh: blocks dimerization of HCV core protein | TR-FRET GST/Flag-core106 dimerization, 1536-well | inhibition, % at 5 µM | 300,000 tested, 0.33% active | AID 1899;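 active means inhibition above the mean of all tested compounds plus 3 SD, set per screening campaign, cut at about 45% in these data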
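assay system = GST-tagged and Flag-tagged HCV core protein residues 1-106 | controls = unlabelled core106 and no-GST-core106 wells | incubation = compound-protein-antibody incubation 4 h at 22.5 °C | probe or stimulus = Eu donor and XL665 acceptor anti-tag antibodies | read-out = % inhibition based on acceptor/donor emission ratio | signal = TR-FRET 671 and 617 nm emission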
Numbers without * were called inactive; i = inactive; . = not tested or not shown.

SMILES	ZTA DNA inh	PP1 counter	PP5 primary	CTSL1 counter	Yeast superoxide	TPT1 inhibitor	EBNA-1 inh	JMJD2C inh	core dimer inh
O=S1(=O)N=C(N(CCO)/N=C/c2ccc(Cl)cc2)c2ccccc21	-1	0	0.2	6	82	-2	2	-1	2
CCOC(=O)c1cc2c(N)c(C(=O)c3ccc(Br)cc3)sc2[nH]c1=O	13	7	-1.7	2	89	2	8	0	33
COc1cc2c(cc1OC)C(C1C(=O)CC(C)(C)CC1=O)N(C(=O)CCl)CC2 (configuration not stated)	-18	0	-3.5	17*	94	0	1	2	-12
COc1nccnc1NS(=O)(=O)c1ccc(NS(=O)(=O)c2ccc(NC(C)=O)cc2)cc1	-20	5	1.4	-3	97	-2	15	-6	-5
O=C(CSc1nnc2ccccn12)NCCc1ccc(F)cc1	16	-5	-2.0	0	98	0	8	4	2
COc1nccnc1NS(=O)(=O)c1ccc(NC(=S)NC(=O)c2ccc(F)c(F)c2)cc1	-12	3	-0.1	1	116	-1	-21	-3	-1
Cn1cc(Cl)c(C(=O)OCC(=O)Nc2ccccc2)n1	-11	-4	1.3	-7	90	-1	6	2	-5
COc1cccc(CN(CC(=O)NC2CCCC2)C(=O)CCC(=O)Nc2cc(C)on2)c1	-4	-3	0.3	-1	98	-1	-5	5	-1
O=S(=O)(NC(=NCc1ccccc1)c1ccc(F)cc1)c1ccc(Cl)cc1	-13	1	-0.7	-2	96	0	0	4	1
Cc1ccc(C(=O)NC2(C(F)(F)F)NC(=O)N(c3ccc(Cl)cc3)C2=O)cc1 (configuration not stated)	17	1	1.8	-2	104	-1	3	-3	0
O=S(=O)(Nc1nc2ccccc2[nH]1)c1ccc2ccccc2c1	17	-2	0.6	0	108	1	15	102	-5
Cc1ccc(C2=N/C(=C\N(C)C)C(=O)O2)cc1	-5	-4	1.2	6	82	-8	6	-6	-7
CCN(CC1COc2ccccc2O1)C(=S)NCCCN(C)C (configuration not stated)	-3	2	0.3	-6	106	-2	-16	6	-5
C=CCn1c2ccccc2c2nnc(SCC(=O)OCN3C(=O)c4ccccc4C3=O)nc21	-3	-2	-0.8	-9	91	1	-7	-7	6
CS(=O)(=O)N(CC(=O)N1CCCCCC1)c1cccc(F)c1	-6	0	0.7	-4	103	0	7	3	2
O=S(=O)(c1ccc(=S)[nH]c1)N1CCCCC1	0	-4	-1.2	.	109	.	.	2	.
CN(C)c1ccc(/C=C2/C=C(c3ccc4c(c3)CCCC4)OC2=O)cc1	-7	-3	0.1	-1	88	6	4	-13	0
C[C@H]1CCC[C@]2(O[C@H](CCO)C[C@@H](O)[C@@H]2O)O1	6	1	2.9	-1	97	-3	1	8	10
Cc1ccc(S(=O)(=O)N2CCC(C(=O)NCCc3ccccc3)CC2)cc1	-14	-2	-0.2	3	103	2	-4	-51	-5
Cc1ccc(S(=O)(=O)c2cc3c(=O)n4ccccc4nc3n(C)c2=N)cc1	1	1	2.0	-4	92	2	13	-1	5
O=C(COc1ccc(F)cc1)NCC1CCCO1 (configuration not stated)	-2	-2	-1.5	0	101	0	5	3	-7
CSc1ccccc1NC(=O)COc1ccc(Cl)cc1	-9	-1	-5.7	4	81	-1	-1	1	-8
CN(C)N1C(N)=C(C#N)C(c2cccs2)C2=C1CCCC2=O (configuration not stated)	0	-3	-1.4	3	102	-4	-3	6	-5
O=C1C=C(NCc2ccco2)C2(CCCCC2)O1	15	3	-1.2	-2	91	-2	-6	6	0
CN(C)/C=C/C(=O)c1ccc(Cl)c([N+](=O)[O-])c1	-26	-4	1.8	9	99	4	-5	-8	4

Next section, overlapping the part above by 2 compounds.
SMILES	ZTA DNA inh	PP1 counter	PP5 primary	CTSL1 counter	Yeast superoxide	TPT1 inhibitor	EBNA-1 inh	JMJD2C inh	core dimer inh
O=C1C=C(NCc2ccco2)C2(CCCCC2)O1	15	3	-1.2	-2	91	-2	-6	6	0
CN(C)/C=C/C(=O)c1ccc(Cl)c([N+](=O)[O-])c1	-26	-4	1.8	9	99	4	-5	-8	4
O=c1cc(CN2CCN(c3ccc(F)cc3)CC2)c2cc3c(cc2o1)CCCC3	3	-1	-1.8	-3	117	-1	0	10	0
COc1cccc(C(=O)Nc2cccc(OCC(=O)O)c2)c1	1	-4	-0.6	-1	98	0	-5	-2	0
COc1cccc(NC(=O)NC2(C(F)(F)F)Oc3ccccc3O2)c1	-10	-2	7.2	4	116	21	-2	16	-6
c1ccc(N=P(N2CCOCC2)(N2CCOCC2)N2CCOCC2)cc1	-9	-5	2.2	6	i	2	-10	-1	-1
COc1cc(C2NC(=S)NC(C)=C2C(=O)c2ccccc2)ccc1O (configuration not stated)	-2	-2	1.0	2	100	2	0	-9	17
COc1ccc(N2CCN(c3nc(C)c(C)c(=O)[nH]3)CC2)cc1	12	-3	-1.3	1	100	-2	-7	-1	4
CC1(c2ccccc2)NC(=O)N(CC(=O)NCC2CCCO2)C1=O (configuration not stated)	14	-4	-1.7	.	85	.	.	0	.
COc1cccc(C(=O)COC(=O)COc2c(C)cc(C)cc2C)c1	15	3	3.5	.	92	.	.	-2	.
Cc1cc(C)cc(NC(=O)Nc2ccccc2N2CCCCC2)c1	-6	-3	0.8	-2	94	-6	5	2	6
COc1cccc2cc(C(=O)N3CC(C)OC(C)C3)c(=O)oc12 (configuration not stated)	-12	0	-0.5	2	105	0	-3	0	10
CCN(CC(=O)Nc1c(F)cccc1F)C(=O)c1ccc(S(=O)(=O)N2CCCCC2)cc1	4	8	-0.8	-1	92	-1	-2	-13	2
CCOC(=O)c1nn(-c2ccc(C)cc2)c2nc(Nc3ccccc3)cc(=O)n12	6	-2	2.5	-3	109	10	2	5	5
COC(=O)N/N=C/c1c(C)c(C(=O)c2ccc(F)cc2)n2ccccc12	-14	2	0.2	3	89	4	6	21	-6
C=CCN(c1ccccc1)S(=O)(=O)c1ccc2c(c1)NC(=O)C(C)C(=O)N2 (configuration not stated)	14	-3	2.0	-4	102	-3	-4	4	-1
Cc1ccc(Sc2ncccc2C(=O)N(C)Cc2cccs2)c(C)c1	-5	-3	1.3	1	100	1	6	-14	7
Cc1cc(NC(=O)CSc2nc(-c3ccccc3)nc3c2c(=O)n(C)c(=O)n3C)no1	-16	-4	0.9	3	138	-1	-16	-19	-2
CN(CC(=O)NCc1cccnc1)S(=O)(=O)c1ccc(F)cc1	2	1	-1.6	1	100	-3	2	1	11
COc1ccc(S(=O)(=O)N(CC(=O)NCC2CCCO2)c2ccccc2)cc1OC (configuration not stated)	6	-4	-1.0	0	94	-1	2	15	2
CCc1nc(SC)[nH]c(=O)c1C	16	-1	1.1	-1	103	-4	13	5	-4
CCOc1ccc(S(=O)(=O)NCCC(=O)N(C)CC(=O)Nc2ccc(OC)cc2)cc1	-5	-3	1.4	-3	114	-1	5	14	1
COCCCn1nnnc1SCC(=O)Nc1nc(C)c(C)s1	0	-3	0.9	-3	93	2	9	0	-5
COc1ccc(-c2ocnc2C(=O)Nc2ccc3c(c2)CCC3)cc1	2	-3	3.2	-1	95	-1	2	-2	8
Clc1cccc(-c2nc(NCCCN3CCOCC3)c3ccccc3n2)c1	-14	-1	5.0	-6	95	1	0	4	2
CCOC(=O)/C=C/C(=O)Nc1ccc(S(=O)(=O)Nc2cc(C)on2)cc1	-22	0	0.2	-1	96	-2	-13	26	-2
Clc1ccc(OCCOCCN2CCCCC2)c(Br)c1	1	-2	-0.1	4	99	-2	10	8	-2
Remaining list, next part
SMILES	ZTA DNA inh	PP1 counter	PP5 primary	CTSL1 counter	Yeast superoxide	TPT1 inhibitor	EBNA-1 inh	JMJD2C inh	core dimer inh
COCCNC(=O)c1ccc(S(=O)(=O)c2ccc(Cl)cc2)c(NC(C)=O)c1	-7	-2	1.9	-3	104	1	-11	8	0
CCOc1ccc(C(C)NC(=O)c2cccs2)cc1OCC (configuration not stated)	1	-7	0.8	-1	112	-2	-6	-4	-9
O=C1NC2(CCCCCC2)C(=O)N1CCS(=O)(=O)Oc1ccccc1	11	-4	1.4	0	102	-4	-8	11	0
Cc1cccc(N(Cc2ccccc2)C(=O)c2ccc(F)c(S(=O)(=O)N3CCOCC3)c2)c1	1	2	2.2	1	104	5	-3	4	13
COc1ccc(C(CNC(=O)c2ccc(S(=O)(=O)N(C)C)cc2)N2CCCCC2)cc1 (configuration not stated)	16	2	-2.5	-1	93	-1	-9	0	1
CC(C)(CO)CNC(=O)CCc1nnc(Cc2ccc(-c3ccccc3)cc2)o1	-17	-3	0.3	1	96	-4	10	-18	0
COc1cccc2c1OC1(C)CC2NC(=O)N1 (configuration not stated)	7	-1	-1.9	-4	102	3	-6	-1	-1
CCn1c(SCC(=O)N2CCCC(C)C2)nnc1-c1ccc(S(=O)(=O)N2CCN(C)CC2)cc1 (configuration not stated)	-10	-7	-3.8	-5	111	2	-8	3	-4
C=CCSc1nnc(-c2ccc([N+](=O)[O-])cc2)o1	-2	-2	2.6	-1	64*	-1	-6	1	-7
O=c1cc2c(nn1Cc1ccc(Cl)cc1)-c1ccccc1CC2	-16	3	2.6	2	98	1	0	5	12
O=C(/C=C/c1ccccc1)N1CCN(S(=O)(=O)c2ccc(F)cc2)CC1	9	-5	0.8	-1	98	-4	8	51	3
CCn1c(=O)cc(OCC(=O)N2CCN(c3cccc(C(F)(F)F)c3)CC2)c2ccccc21	7	2	3.4	1	109	3	1	-3	12
N#Cc1nc(-c2cccs2)oc1NCc1ccccc1	-13	-4	0.3	0	103	-2	-1	-15	3
CC(C)(C)NC(=O)C(c1ccncc1)N(C(=O)c1csnn1)C1CC1 (configuration not stated)	-22	1	-1.1	-1	75	-4	-9	3	-3
CC(C)[C@@H]1CC[C@@H](C)C[C@H]1OC(=O)C[n+]1cc(-c2ccc(Cl)cc2)n2c1CCCCC2	6	5	5.5	1	87	-1	0	-3	-4
Cc1ccc2oc(=O)c3cnn(CC(=O)NC4CCC(C)CC4)c3c2c1 (configuration not stated)	8	-8	-10	-1	92	-4	-12	4	-3
COc1ccc2oc(C)c(NC(C)=O)c2c1	-3	-6	1.1	0	98	-2	-4	-14	-5
NC(=O)CC(NC(=O)c1ccccc1)c1ccc(N2CCC(Cc3ccccc3)CC2)c([N+](=O)[O-])c1 (configuration not stated)	-10	17*	4.6	3	101	-2	-4	-4	16
Cc1cccc(NC(=O)CSc2nnc(CCCCCNC(=O)OC(C)(C)C)o2)c1C	14	-7	-2.1	0	123	-2	13	5	3
C=CCNC(=O)C1CC(=O)N(c2ccc(OCC(=O)Nc3c(C)cccc3C)cc2)C1 (configuration not stated)	-15	4	0.2	0	88	1	-11	8	-3
O=C(CSc1nnnn1-c1cccc(Cl)c1)Nc1ccc2c(c1)CCC2	6	-3	-2.0	0	97	2	8	3	5
CCC(C)c1ccc(N(C(=O)c2ccco2)C(C(=O)NC2CCCC2)c2cccnc2)cc1 (configuration not stated)	-20	5	0.2	-2	102	-2	-8	-6	-1
CC(OC(=O)CCN1C(=O)C2CC=CCC2C1=O)C(=O)Nc1cccc(C#N)c1 (configuration not stated)	8	-6	-1.1	-9	100	1	6	6	1
O=C(Nc1ccnn1C1CCN(C2CCCC2)CC1)c1ccccc1Cl	-5	-4	1.4	-3	89	-1	-1	-2	5

Gathered by group: the compounds so far containing bromine
SMILES	ZTA DNA inh	PP1 counter	PP5 primary	CTSL1 counter	Yeast superoxide	TPT1 inhibitor	EBNA-1 inh	JMJD2C inh	core dimer inh
CCOC(=O)c1cc2c(N)c(C(=O)c3ccc(Br)cc3)sc2[nH]c1=O	13	7	-1.7	2	89	2	8	0	33
Clc1ccc(OCCOCCN2CCCCC2)c(Br)c1	1	-2	-0.1	4	99	-2	10	8	-2
